Assay outcomes deposited in PubChem by National Center for Advancing Translational Sciences (NCATS).
Akt phos inh – HTS Assay for Inhibitors of Akt Phophorylation: Primary Screen | Neuro2A IGF-stimulated pAkt S473 HTRF, 20 min; hits give low values | activity change, % for hits at 50 µM | 360,000 tested, 0.32% active | AID 651550, 2012; in the data active = activity change below about -80%; inconclusive = mostly about -51% to -80%; also: % is scaled to controls: 0 for no effect and ±100 for the full control effect
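Single-point screen (50 µM final compound) in Neuro2A cells stimulated 20 min with 6 nM IGF at 37 deg C. After lysis, Ser473-phosphorylated Akt read by HTRF (ex 330 nm, em 615/665 nm) as the 665/615 ratio.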
D3 antag – qHTS of D3 Dopamine Receptor Antagonist: qHTS. D3R cells, DiscoveRx beta-arrestin luminescence, antagonist mode; hits give low values. 360,000 tested, 2.5% active. AID 652054, 2013. D(3) dopamine receptor (Homo sapiens), P35462. max response, negative = inhibition, %; in the data active = max response below about -50%; inconclusive = no clear call, values can overlap the other calls; also: % is scaled to controls: 0 for no effect and ±100 for the full control effect; mostly tested at two doses, the higher about 12 µM
Target sequence (P35462 whole entry, looked up): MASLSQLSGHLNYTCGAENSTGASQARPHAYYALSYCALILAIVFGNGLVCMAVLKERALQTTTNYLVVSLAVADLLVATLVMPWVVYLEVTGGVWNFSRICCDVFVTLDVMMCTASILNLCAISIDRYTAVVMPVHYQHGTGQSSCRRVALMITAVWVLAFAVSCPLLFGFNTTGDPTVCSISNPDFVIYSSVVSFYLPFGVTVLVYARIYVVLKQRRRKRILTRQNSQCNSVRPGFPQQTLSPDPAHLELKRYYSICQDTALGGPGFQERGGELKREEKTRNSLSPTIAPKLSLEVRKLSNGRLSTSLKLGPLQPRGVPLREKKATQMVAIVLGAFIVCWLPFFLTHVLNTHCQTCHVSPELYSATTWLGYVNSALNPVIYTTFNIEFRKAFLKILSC
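Cells plated overnight at 1500 cells/well, then exposed to library compounds with dopamine controls for 90 minutes at 37 degrees C. DiscoveRx reagent added for 30–60 minutes at room temperature; luminescence read, quantitative HTS format.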
DRD3 agonist – qHTS of D3 Dopamine Receptor Agonist: qHTS. D(3) dopamine receptor (Homo sapiens), P35462. D3R DiscoveRx beta-arrestin cells, luminescence, 90 min. max activation, %. 410,000 tested, 0.58% active. AID 652048, 2013; in the data active = max activation above about 30%; also: 0% is about no effect; mostly tested at two doses, the higher about 12 µM
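Agonist-mode cell screen: cells plated at 1500/well and incubated overnight at 37 °C, then exposed to library compounds for 90 min at 37 °C. Detection reagent was added for 30–60 min at room temperature, and luminescence was read.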
CCT modulator – High-Throughput Screening for Modulators of Cytosolic Chaperonin Activity. purified chaperonin ATPase assay, HTRF ADP detection, 30 min. activity change, % (no concentration beside the values), hits read low. 360,000 tested, 0.3% active. AID 651819, 2012; in the data active = activity change below about -30%; also: % is scaled to controls: 0 for no effect and ±100 for the full control effect
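Enzyme 40 or 20 nM (batch-dependent) in Tris pH 7.4/KCl/MgCl2/DTT; cpd 76 uM single point; ATP 10 uM; 30 min 37 °C; Transcreener ADP HTRF detection, 30 min RT; ratio 665/615.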
EPAC2 antag – qHTS for Antagonist of cAMP-regulated guanine nucleotide exchange factor 2 (EPAC2): primary screen. Rap guanine nucleotide exchange factor 4 (Homo sapiens), Q8WZA2. EPAC2 GEF exchange of Rap1B-BODIPY-GDP, fluorescence. Potency, µM (titrated, usually from 114 µM), inactives show at the highest dose activity, negative = inhibition, usual class: inhibitors. 360,000 tested, 0.18% active; also: potency is read from the fitted curve at half-maximal effect; % is scaled to controls: 0 for no effect and ±100 for the full control effect; nearly all actives have a fitted effect of over 45% in size; many of its hits are not listed in these tables
EPAC2 agonist – qHTS for Agonist of cAMP-regulated guanine nucleotide exchange factor 4 (EPAC2): primary screen | Rap guanine nucleotide exchange factor 4 (Homo sapiens), Q8WZA2 | EPAC2 activation, biochemical qHTS; response scale: 100% = 6.5 mM cAMP response | Potency, µM (top dose mostly 154 µM), inactives show at the top dose activation, most hits filed as activators | 360,000 tested, 0.079% active | AID 720711, 2013; also: potency is read from the fitted curve at half-maximal effect; nearly all actives have a fitted effect of over 50% in size
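Each well held 100 nM EPAC2, 250 nM RAP1B-BODIPY-GDP and 50 uM GDP. Fluorescence, read at 5-min intervals to 30 min, was referenced to a 6.5 mM cAMP positive control.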
Mm-Cpn inhibitor – Inhibitors of TCP-1 ring complex (TRiC) of Methanococcus maripaludis (MmCpn): qHTS. Chaperonin Mm-Cpn (Methanococcus maripaludis). purified Mm-Cpn ATPase, ADP Transcreener TR-FRET. Potency, µM (highest dose often 76.9 µM), for the others: top-dose activity, negative = inhibition, hits mostly inhibitors. 330,000 tested, 0.031% active. AID 504842, 2011; also: potency is read from the fitted curve at half-maximal effect; % is scaled to controls: 0 for no effect and ±100 for the full control effect; nearly all actives have a fitted effect of over 80% in size
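Quantitative HTS used 25 nM Mm-CPN and 10 uM ATP in magnesium/KCl Tris buffer, pH 7.4, with 1 mM DTT. Hydrolysis ran 30 min at 37°C; ADP was read by HTRF.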
PTHR1 agonist – qHTS for PTHR1 Agonists: Primary Screen | Potency, µM (titrated, usually from 115 µM), for inactives: at the highest dose activation, hits mostly activators | AID 743266, 2014 | Parathyroid hormone/parathyroid hormone-related peptide receptor (Homo sapiens), Q03431 | HEK293 GP2 PTHR1 cells, GloSensor cAMP luminescence, 1 h | 410,000 tested, 0.075% active; also: potency is read from the fitted curve at half-maximal effect; nearly all actives have a fitted effect of over 55% in size; some results filed as inactive show a strong effect at the top dose; inactives centre near -15; many of its hits are not listed in these tables
Target sequence (Q03431 whole entry, looked up): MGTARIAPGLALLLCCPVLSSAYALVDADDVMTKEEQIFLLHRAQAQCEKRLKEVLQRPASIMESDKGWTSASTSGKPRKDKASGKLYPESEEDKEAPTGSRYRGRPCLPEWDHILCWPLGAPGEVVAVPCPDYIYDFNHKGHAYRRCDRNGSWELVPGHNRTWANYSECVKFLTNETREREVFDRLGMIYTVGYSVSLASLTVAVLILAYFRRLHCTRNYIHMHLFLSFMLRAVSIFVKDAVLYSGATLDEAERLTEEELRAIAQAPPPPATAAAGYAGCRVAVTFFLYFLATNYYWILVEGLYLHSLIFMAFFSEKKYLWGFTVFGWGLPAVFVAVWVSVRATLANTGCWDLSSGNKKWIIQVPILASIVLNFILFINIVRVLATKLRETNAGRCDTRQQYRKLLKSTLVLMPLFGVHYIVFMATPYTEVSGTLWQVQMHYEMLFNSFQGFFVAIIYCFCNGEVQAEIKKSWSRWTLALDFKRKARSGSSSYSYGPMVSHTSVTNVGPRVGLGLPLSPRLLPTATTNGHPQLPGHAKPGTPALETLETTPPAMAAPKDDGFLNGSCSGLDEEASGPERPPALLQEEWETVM
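HEK-293-derived GP2 cells expressing PTHR1 and a GloSensor cAMP reporter, 3,000/well, plated overnight, given luciferin plus IBMX (each 0.5 mM as added) for 1 h at 37 °C, then compound for 1 h at 37 °C. Luminescence was read after 15 min at room temperature.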
Starred values were filed as active, the others as inactive; i = inactive; ? = inconclusive; nt = not tested or not shown; & = joins results of further samples; [ ] = remark or other dose. Unless noted, calls follow the shape of the dose curve; as a rule, active = well fitted curve in the direction sought with a large enough effect; inconclusive = small, poorly fitted or top-dose-only effect, or another doubt; inactive = no such curve, though single readings can be large; an effect the other way counts as inactive or inconclusive. Not all compounds are listed; the hit share may differ from the screen's.

Preview (2 entries):
SMILES	Akt phos inh	D3 antag	DRD3 agonist	CCT modulator	EPAC2 antag	EPAC2 agonist	Mm-Cpn inhibitor	PTHR1 agonist
CN1C(=O)/C(=C\c2cccc(OCc3ccccc3)c2)SC1=S	i	10	-5	0.8	-9%	1%	0%	i
O=[N+]([O-])c1ccccc1OCc1nc(-c2cccs2)no1	i	-2	0	2.5	-29%	1%	-16%	-36%[inhibitor]

The whole of this part, from the first entry:
SMILES	Akt phos inh	D3 antag	DRD3 agonist	CCT modulator	EPAC2 antag	EPAC2 agonist	Mm-Cpn inhibitor	PTHR1 agonist
CN1C(=O)/C(=C\c2cccc(OCc3ccccc3)c2)SC1=S	i	10	-5	0.8	-9%	1%	0%	i
O=[N+]([O-])c1ccccc1OCc1nc(-c2cccs2)no1	i	-2	0	2.5	-29%	1%	-16%	-36%[inhibitor]
O=C1c2ccc(-c3ccc4c(c3)C(=O)N(CCO)C4=O)cc2C(=O)N1CCO	i	28	11	2.6	-9%	5%	2%	i
CN(C)CCCNC(=O)c1cc(C(=O)c2c(Cl)cccc2Cl)c[nH]1	i	-17	-10	-0.1	-3%	5%	?	i
CCc1nc(SCC(=O)NCC2CCCO2)c2oc3ccccc3c2n1 (stereo not drawn)	i	-23	0	-5.0	-7%	-2%	1%	-68%[inhibitor][57.5 µM]
COc1ccc(OC)c(-n2c(SCC(C)=O)nnc2-c2cccc(S(=O)(=O)N(C)C)c2)c1	i	-7	2	-2.6	-1%	0%	0%	i
CN(C)c1ccc(/C=C/C(=O)c2c(O)c3ccccc3oc2=O)cc1	i	-4	4	-2.3	-2%	21%	-1%	-4%
COc1ccc(NS(=O)(=O)c2ccc3c(c2)oc(=O)n3C)c(OC)c1	i	6	5	-0.7	-10%	8%	2%	-24%
O=C(NCCCO)/C(=C\c1cn(-c2ccccc2)nc1-c1cccnc1)NC(=O)c1ccccc1	i	-7	-2	1.8	3%[57.1 µM]	15%	1%	-19%
CCOC(=O)CN1C(=O)/C(=C/c2ccccc2Br)Oc2ccccc21	i	4	3	-3.4	-3%	6%	1%	-20%
COCCNC(=O)COC(=O)CSCc1nc2ccccc2s1	i	18	9	-1.1	1%	11%	1%	-2%[57.5 µM]
O=C(Cc1cccs1)NCc1cn2ccccc2n1	i	3	3	0.3	0%	10%	-1%	-24%
Cn1nc(C(=O)OCC(=O)N2CCc3ccccc32)c2ccccc2c1=O	i	13	-2	-1.6	-14%	11%	-2%	i
COc1ccccc1-c1oc2ccccc2c1-c1ccccc1OC	i	-15	-37	-0.7	?	14%	2%	-1%
Cc1nn(C)c(C)c1NS(=O)(=O)c1cccc(Br)c1	i	-13	-3	-0.9	-3%	-4%	2%	-25%
CCOC(=O)N(C)c1c(CC)nc2c(OCc3ccccc3C(=O)OC)cccn12	i	-51*	-9	-2.6	9%	-3%	nt	-11%
O=C(COC(=O)c1cc(Br)ccc1O)Nc1ccc2c(c1)OCCO2	i	-2	1	1.7	-3%	3%	-3%	-79%[inhibitor]
CN(C)CCCN(Cc1ccccc1)C(=S)Nc1cccc(C(F)(F)F)c1	i	3	-6	-1.7	8%	-7%	0%	-4%
O=C(CN(Cc1ccccc1)S(=O)(=O)c1ccccc1)N/N=C/c1ccc2c(c1)OCO2	i	7	22	2.7	-8%	14%	-8%	-14%[57.5 µM]
Cc1cc(OCC(=O)c2ccc(C(F)(F)F)cc2)n2cnnc2n1	i	18	-2	-2.4	-3%	-13%	0%	i
Clc1cccc(-c2nc3c4ccccc4ccn3c2Cc2ccccc2)c1	i	4	-1	1.0	1%	13%	nt	-5%
O=C(CSc1ncnc2c1oc1ccccc12)Nc1ccccc1C(F)(F)F	i	-23	0	-5.2	0%	-6%	-10%	-16%
CCC(=O)Nc1ccc2c(c1)N(C(C)=O)c1ccccc1CC2	i	?	-5	-0.3	2%	3%	3%	-4%
CN1C[C@@H]2C[C@@H](c3cccn3-c3nccs3)N3CCC[C@@]23C1=O	i	12	1	3.2	23%	1%	2%	1%
COc1cc(NC(=O)c2nccnc2C(=O)O)cc(OC)c1	i	?	4	-2.5	3%	2%	?	i
CCc1ccc(S(=O)(=O)Nc2nccs2)cc1	i	-16	-8	-1.8	4%	1%	1%	-11%
COc1cccc(OCc2cc(C(=O)NCc3ccccn3)no2)c1	i	3	13	-2.0	-8%	-3%	0%	-9%
O=C(Cn1cnc2ccccc2c1=O)Nc1ccc(S(=O)(=O)N2CCCC2)cc1	i	3	-9	0.7	8%	7%	-6%	-20%
COC(=O)C1OCOC2C(C(=O)OC)OCOC12 (stereo not drawn)	i	12	7	-2.5	26%	18%	nt	-17%
Cc1ccc(/C(O)=C2\C(=O)C(=O)N(CCc3c[nH]c4ccccc34)C2c2cccnc2)cc1 (stereo not drawn)	i	-7	1	-0.1	19%	5%	-3%	-54%[inhibitor]
Cc1c(CNC2CCCC(C)C2C)c(C(=O)O)c(C)n1Cc1ccccc1 (stereo not drawn)	i	-25	-3	-4.5	-1%	0%	1%	5%
NC(=O)CCS(=O)(=O)c1ccc(Cl)cc1	i	0	5	0.0	2%	2%	-1%	i
C=CCNc1scc(-c2ccccc2)[n+]1CC=C	i	-7	-6	1.8	2%	6%	0%	-13%
COC(=O)C(=NNc1c(C)n(C)n(-c2ccccc2)c1=O)C(=O)OC	i	-9	-11	1.2	11%	7%	4%	-18%
COc1cccc(CNC(=S)Nc2cc(OC)ccc2OC)c1	i	-23	-8	-0.3	-8%	5%	2%	i
CC(=O)Nc1ccnn1C1CCN(C(=O)c2cccc(C)c2C)CC1	i	-13	-18	1.0	16%	0%	-1%	i
Cc1csc(NC(=O)CSc2nccn2C)n1	i	5	15	0.5	0%	9%	-3%	14%
COc1cc(-c2nnc(CSc3nnc(N)s3)o2)cc(OC)c1OC	i	0	0	1.3	4%	8%	3%	-16%
O=C(NNS(=O)(=O)c1ccc(F)cc1F)C1Cc2c(ccc3ccccc23)O1 (stereo not drawn)	i	19	3	1.1	12%	-6%	1%	-22%
CC1CC(C)CN(C(CCc2ccccc2)C(=O)NC2CCCCC2)C1 (stereo not drawn)	i	-30	-8	1.0	2%	5%	nt	-21%
O=C(CC1C(=O)NCCN1Cc1ccc(Cl)c(F)c1)NC1CCC1 (stereo not drawn)	i	5	9	2.0	-2%	-3%	-3%	-6%
O=C(NC(=S)NNC(=O)[C@H]1C[C@@H]1c1ccccc1)c1cccc(F)c1	i	12	3	-3.6	9%	-5%	-8%	i
Cc1ccc(CNC(=O)C2CCCN(S(=O)(=O)c3c(C)[nH]c(=O)[nH]c3=O)C2)cc1 (stereo not drawn)	i	-1	-10	0.1	6%	6%	0%	i
CN(C)CCNC(=O)c1cccc(-c2cnc3c(NC=O)cc(/C=C/c4ccccc4)cn23)c1	i	17	-9	-0.2	-12%	1%	nt	i
CC(=O)C1C(c2ccc(C)cc2)c2c(n[nH]c2C)CC1(C)O (stereo not drawn)	i	-25	-2	-18	10%	-2%	-1%	i
CCC(C(=O)NCc1ccccc1OC)n1nc(C)n2c(cc3occc32)c1=O (stereo not drawn)	i	6	-11&3	-3.1	5%	6%	0%	6%&-2%
Oc1c(Cl)cc(Oc2cc(Cl)c(O)c(CN3CCOCC3)c2)cc1CN1CCOCC1	i	0	-1	-1.4	-11%	17%	nt	-9%
C=CC(=O)N1C/C(=C/c2ccc(F)cc2)C(=O)/C(=C\c2ccc(F)cc2)C1	i	-61*	-5	1.2	-9%	-17%	nt	-40%
C/C(=N/N1CCN(c2ccccn2)CC1)c1ccc([N+](=O)[O-])cc1	i	-10	0	-0.5	-2%	4%	1%	-18%
Cc1nnsc1-c1c(C(=O)Oc2ccccc2)c(C)nn1-c1ccccc1	i	23	-4	0.2	?	5%	-1%	-37%[inhibitor]
CCOc1ccccc1NC(=O)CSc1nnc(Cc2ccc(OC)cc2)c(=O)n1N	i	-7	11	0.7	-2%	5%	1%	-17%
NS(=O)(=O)c1cccc(NC(=O)c2ccc(S(=O)(=O)N3CCCCCC3)cc2)c1	i	9	-1	-1.7	4%	-6%	1%	-31%[inhibitor]
Cc1cc2c(nn1)CCC/C2=N\O	i	15	1	-2.2	5%	1%	0%	i
O=C(Cn1nnc(-c2ccccc2)n1)NCC(=O)Nc1ccc(F)c(F)c1F	i	8	1	-2.3	-2%	-3%	-1%	i
O=C(CCCn1c(=S)[nH]c2cc3c(cc2c1=O)OCO3)N1CCN(C2CCCCC2)CC1	i	-27	-4	-1.0	1%	-5%	-6%	i
CCC(C)(C)NC(=O)CN(C(=O)c1csnn1)c1cccc2c1CCCC2	i	7	3	-3.8	3%	6%	1%	i
CCCNC(=O)CN1CCC(c2nc3ccccc3[nH]2)CC1	nt	-6	2	-3.4	-4%	1%	1%	i
C[C@@H]1CC[C@@]2(O[C@@H](CCO)C[C@@H](O)[C@@H]2O)O1	i	15	3	-0.1	0%	10%	nt	-15%
COC(=O)n1c(=O)oc2ccccc21	i	3	-3	1.6	-1%	-8%	1%	i
CCCCn1c(SCC(=O)Nc2cc(C)on2)nc2c1c(=O)n(C)c(=O)n2C	i	19	6	-1.3	5%	1%	0%	i
Cc1ccsc1/C=N/NC(=O)C(O)c1ccccc1 (stereo not drawn)	i	12	-4	0.7	3%	2%	-5%	-22%
CCCCC(=O)N(C)c1c(CC)nc2c(OCc3ccc(C#N)cc3)cccn12	i	-16	-6	1.0	?	0%	nt	-19%
O=C(CN1C(=O)c2ccccc2S1(=O)=O)N1CCc2ccccc21	i	-1	-2	2.3	-3%	1%	-3%	-35%
